RXFP1 agonist: qHTS Assay for Agonists of the Relaxin Receptor RXFP1. Relaxin receptor 1 (Homo sapiens), Q9HBX9. HEK293T-RXFP1 cAMP TR-FRET, 30 min; response scale: percent of porcine relaxin response, buffer zero. Potency, µM (top dose mostly 57.5 µM), inactives show top-dose activation, actives largely listed as activators. 370,000 tested, 0.3% active. AID 2676, 2010; note: % is set by controls: 0 for no effect and ±100 for the full control effect; nearly all actives have a fitted effect of over 60% in size; many of its hits are not listed in these tables
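Agonist response is measured as cAMP accumulation in an RXFP1-transfected HEK293T line under PDE4 inhibition. Values are scaled between buffer-only and 29 nM porcine relaxin, and EC50s come from standard Hill equation fits.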
TrxR1 substrate: qHTS Assay for Substrates of Mammalian Selenoprotein Thioredoxin Reductase 1 (TrxR1): qHTS; Thioredoxin reductase 1, cytoplasmic (Rattus norvegicus), O89049; purified TrxR1 substrate turnover, NADPH consumption readout; Potency, µM (series often up to 114 µM), without a hit: at the top dose activity change, negative = substrate turnover; 390,000 tested, 0.01% active; AID 588456, 2011; note: % is set by controls: 0 for no effect and ±100 for the full control effect; nearly all actives have a fitted effect of over 50% in size
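Rat TrxR1, dispensed at 90 nM, was prereduced with 400 uM NADPH (final) for 5 min at ~22 deg C, then incubated with compound 15 min before 400 uM selenite. A first-read NADPH fluorescence drop versus no-compound background flagged substrates.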
USP1 inh: Inhibitors of USP1/UAF1: Primary Screen; Ubiquitin carboxyl-terminal hydrolase 1 (Homo sapiens), O94782; recombinant USP1/UAF1, Ub-Rhodamine cleavage fluorescence; Potency, µM (series often up to 57.1 µM), for the others: at the top dose activity change, negative = inhibition, actives largely listed as inhibitors; 390,000 tested, 0.23% active; AID 743255, 2014; note: % is set by controls: 0 for no effect and ±100 for the full control effect; nearly all actives have a fitted effect of over 60% in size; inactives centre near -12
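In this screen, compounds sit with the deubiquitinase complex (1nM) for 15 min at room temperature before Ub-Rho is added at 150nM final. Fluorescence rise is then followed for 6 reads every 60 seconds.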
IDH1 R132H inh: qHTS for Inhibitors of mutant isocitrate dehydrogenase 1 (IDH1): qHTS; Potency, µM (doses to about 76.6 µM), inactives show at the top dose activity change, negative = inhibition, most hits filed as inhibitors; Isocitrate dehydrogenase [NADP] cytoplasmic (Homo sapiens), O75874; AID 602179, 2012; 390,000 tested, 0.093% active; IDH1-R132H enzyme, NADPH consumption, diaphorase/resazurin fluorescence; note: % is set by controls: 0 for no effect and ±100 for the full control effect; nearly all actives have a fitted effect of over 65% in size
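IDH1-R132H (0.5 ug/mL dispensed) in pH 7.5 Tris buffer was preincubated 30 min with compound, then given a substrate mix of 0.016 mM NADPH and 2 mM alpha-KG for 80 min at room temperature; remaining NADPH was read by diaphorase/resazurin fluorescence.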
ALOX12 inh: Primary qHTS assay for inhibitors of human arachidonate 12S-lipoxygenase (ALOX12): Round 2; purified 12hLO, xylenol orange hydroperoxide absorbance; Potency, µM (titrated, usually from 108 µM), for the others: at the top dose activity change, negative = inhibition, usual class: inhibitors; Polyunsaturated fatty acid lipoxygenase ALOX12 (Homo sapiens), P18054; 580,000 tested, 1.1% active; note: % is set by controls: 0 for no effect and ±100 for the full control effect
Target sequence (P18054 whole entry, looked up): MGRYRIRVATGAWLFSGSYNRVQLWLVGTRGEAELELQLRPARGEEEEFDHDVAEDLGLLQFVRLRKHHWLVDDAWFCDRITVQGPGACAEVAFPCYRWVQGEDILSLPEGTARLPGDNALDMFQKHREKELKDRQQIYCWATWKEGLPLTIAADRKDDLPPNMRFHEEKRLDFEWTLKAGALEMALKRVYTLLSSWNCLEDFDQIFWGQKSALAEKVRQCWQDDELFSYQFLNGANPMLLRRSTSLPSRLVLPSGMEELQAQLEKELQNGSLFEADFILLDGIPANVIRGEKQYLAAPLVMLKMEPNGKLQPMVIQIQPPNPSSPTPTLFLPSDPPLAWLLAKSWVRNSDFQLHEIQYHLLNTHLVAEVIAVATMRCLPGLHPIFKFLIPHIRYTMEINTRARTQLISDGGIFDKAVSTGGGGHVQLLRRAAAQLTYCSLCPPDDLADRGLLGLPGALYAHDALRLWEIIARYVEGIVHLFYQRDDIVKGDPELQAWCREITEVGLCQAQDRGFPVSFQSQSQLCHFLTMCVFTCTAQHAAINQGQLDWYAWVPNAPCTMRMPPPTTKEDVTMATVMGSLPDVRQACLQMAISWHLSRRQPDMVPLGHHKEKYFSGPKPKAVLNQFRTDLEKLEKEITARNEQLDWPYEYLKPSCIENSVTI
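Purified human 12hLO (150 nM final) in 25 mM Hepes, 0.01% Triton X-100, pH 7.0 was preincubated 15 min at room temperature with compound. Then 40 uM arachidonic acid was added, 30 min. Hydroperoxide was read by Fe-XO absorbance ratio 573/405 nm.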
rTrxR1 inhibitor: qHTS Assay for Inhibitors of Mammalian Selenoprotein Thioredoxin Reductase 1 (TrxR1): qHTS. Thioredoxin reductase 1, cytoplasmic (Rattus norvegicus), O89049. recombinant rTrxR1, NADPH fluorescence consumption, selenite substrate. Potency, µM (titrated, usually from 114 µM), inactives show at the highest dose activity change, negative = inhibition, actives largely listed as inhibitors. 390,000 tested, 1% active. AID 588453, 2011; note: % is set by controls: 0 for no effect and ±100 for the full control effect; nearly all actives have a fitted effect of over 65% in size
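Rat TrxR1 (90 nM in the dispensed reagent) was pre-reduced with 400 uM NADPH for 5 min at room temperature, then incubated with compound for 15 min. After 400 uM selenite was added, NADPH fluorescence (Ex 340/Em 450 nm) was followed for 8 min.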
Vif-APOBEC3F blk: qHTS for Inhibitors of Vif-A3F Interactions: qHTS; Potency, µM (doses to about 46.1 µM), for inactives: top-dose activity, negative = active; 390,000 tested, 0.2% active; HeLa A3F-eYFP + Vif (tagged APOBEC3F with the HIV-1 protein that degrades it), YFP fluorescence increase; note: % of control where 0% means no effect; nearly all actives have a fitted effect of over 65% in size
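HeLa cells stably expressing A3F-eYFP plus Vif, plated and incubated overnight at 37 deg C, then exposed to compounds overnight at 37 deg C. Blocked degradation read as raised yellow fluorescence (Ex 488/Em 500-530).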
Vif-APOBEC3G blk: qHTS for Inhibitors of Vif-A3G Interactions: qHTS | DNA dC->dU-editing enzyme APOBEC-3G (Homo sapiens), Q9HC16 | HeLa A3G-eYFP + Vif (tagged APOBEC3G with the HIV-1 protein that degrades it), YFP fluorescence, overnight | Potency, µM (top dose mostly 46.1 µM), for inactives: at the highest dose activity, negative = active, hits mostly inhibitors | 410,000 tested, 0.076% active | AID 602310, 2012;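 note: % is set by controls: 0 for no effect and ±100 for the full control effect; nearly all actives have a fitted effect of over 60% in size; hits raise eYFP signal because A3G escapes Vif-driven loss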
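Read-out is eYFP fluorescence (Ex 488/Em 500-530) from Vif-expressing HeLa A3G-eYFP cells; more signal means A3G escaped Vif-mediated degradation. Cells plated overnight, compound pinned in, incubated overnight at 37 deg C.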
RGS4 inh: Inhibitors of Regulator of G Protein Signaling (RGS) 4: qHTS; Transcreener GDP fluorescence polarization, RGS4-accelerated GTP hydrolysis; Potency, µM (series often up to 114 µM), inactives show at the top dose activity change, negative = inhibition, hits mostly inhibitors; 390,000 tested, 0.039% active; Regulator of G-protein signaling 4 (Homo sapiens), P49798; note: % is set by controls: 0 for no effect and ±100 for the full control effect; nearly all actives have a fitted effect of over 75% in size; some results filed as inactive show a strong effect at the top dose
Target sequence (P49798 whole entry, looked up): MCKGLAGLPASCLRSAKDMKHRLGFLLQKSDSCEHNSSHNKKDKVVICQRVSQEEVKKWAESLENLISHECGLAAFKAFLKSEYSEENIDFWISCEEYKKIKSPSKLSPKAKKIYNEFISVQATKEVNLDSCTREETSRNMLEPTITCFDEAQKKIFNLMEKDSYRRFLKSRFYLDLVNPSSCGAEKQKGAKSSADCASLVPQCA
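MLSMR compounds (23 nl, pin-transferred) preincubated 10 min at room temperature with a 500nM (2x) first reagent, then RGS4 at 900nM (2x) plus Transcreener GDP mix added; fluorescence polarization (620/688 nm) read before and after 90 min at 30 °C.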
Active calls of the source: *; ? = inconclusive; . = no result given; [ ] = another dose, or the depositor's remark. Calls come from the whole dose curve; as a rule, active = well fitted curve in the direction sought with a large enough effect; inconclusive = small, poorly fitted or top-dose-only effect, or another doubt; inactive = no such curve, though single readings can be large; an effect the other way counts as inactive or inconclusive. Potency is the fitted concentration of half-maximal effect.

SMILES | RXFP1 agonist | TrxR1 substrate | USP1 inh | IDH1 R132H inh | ALOX12 inh | rTrxR1 inhibitor | Vif-APOBEC3F blk | Vif-APOBEC3G blk | RGS4 inh
CCN1CCN(c2ccc(S(=O)(=O)N3CCCCC3)cc2NC(=O)/C=C/c2ccc(F)cc2)CC1 | 3.6% | -5% | -16% | 2% | ? | 7% | -5% | 1% | -25%
O=c1c(-n2cncn2)c[nH]n1-c1cccc(Cl)n1 | -2.4% | -1% | -18% | -2% | ? | 5% | -9% | 1% | -34%
CC(C)(C)NS(=O)(=O)c1ccc(OCC(=O)NCC2CCCO2)cc1 (stereo not given) | 0.0% | 4%[57.1 µM] | -7% | 13% | 8% | 10%[57.1 µM] | -15% | -4% | 16%
CCCCN(C)S(=O)(=O)c1ccc(C(=O)Nc2ccc(-c3nc4ccc(C)cc4s3)cc2)cc1 | 7.0% | 7%[57.1 µM] | ? | -3% | -21% | 26%[57.1 µM] | 10% | -4% | -9%
CN(C)S(=O)(=O)n1cc(/C=C(\NC(=O)c2ccccc2F)C(=O)N2CCOCC2)c2ccccc21 | -3.7% | 3%[57.1 µM] | -1% | -8% | 73%[activator] | 10%[57.1 µM] | 0% | 1% | -70%[56.9 µM]
CC(C)Cc1nc2sc3c(NCc4ccco4)ncnc3c2c2c1COC(C)(C)C2 | 1.6% | 13% | -7% | -3% | -28% | -7% | -11% | -3% | 9%
Cc1cccc(Nc2nnc(-c3ccc(C(=O)N4C[C@H]5C[C@H](C4)c4cccc(=O)n4C5)cc3)c3ccccc23)c1 | 2.2% | -3%[57.1 µM] | -3% | -5% | 1% | -8%[57.1 µM] | -3% | ? | ?
Cc1cn([C@H]2C[C@H](O)[C@@H](CNC(=O)[C@H](N)Cc3cccnc3)O2)c(=O)[nH]c1=O | . | . | -9% | 13% | 27% | . | -1% | -6% | .
Cc1ccc(NC(=O)C(C)OC(=O)Cn2cnc3ccccc3c2=O)cc1 (stereo not given) | 0.6% | -9% | -7% | 0% | 10% | -9% | -1% | 0% | 6%
O=C(Nc1ccc(Cl)cc1Cl)c1ccc(Br)o1 | 2.5% | -9% | -12% | 11% | 20% | -78% | -1% | 0% | -5%
CSc1nnc(-c2cccc(C)c2)n1N | 2.3% | 6%[57.1 µM] | -1% | 2% | -1% | 4%[57.1 µM] | 2% | -2% | 36%
CCC1=[N+](C)c2cccc3cccc(c23)N1C | 7.3% | -6%[57.1 µM] | ? | -5% | ? | -9%[57.1 µM] | 9% | 4% | -14%
O=C(Nc1ccccn1)C1CCN(S(=O)(=O)c2ccc3c(c2)OCCO3)CC1 | -0.5% | 0% | -20% | 4% | 253%[activator] | 18% | 10% | 1% | 26%
Cc1cc(=O)oc2c(C)c(OCC(=O)N3CCN(c4ccc(F)cc4)CC3)ccc12 | -0.4% | 10% | -20% | 1% | -8% | 5% | 0% | -3% | -19%
O=C(/C=C/c1ccco1)N1CCN(c2ccccc2)CC1 | 0.7% | 7%[57.1 µM] | -2% | 11% | -15% | -10%[57.1 µM] | -4% | -1% | -25%
COc1ccc(CNC(=O)CN(C2CCCCC2)S(C)(=O)=O)cc1 | 1.6% | -5% | -18% | 7% | -13% | -1% | 5% | -7% | -48%
Cc1ccc(C(=O)NCCc2ccc(Cl)cc2)cc1-n1c(C)nc2cccnc21 | 0.0% | 11% | -10% | 4% | -3% | 28% | 0% | 3% | -28%
CCOC(=O)N1CCc2c(sc(NC(=O)CN3CCOCC3)c2C(=O)Nc2ccccc2)C1 | 2.1% | -5%[57.1 µM] | 4% | -2% | -2% | 11%[57.1 µM] | -8% | 0% | -27%
Cc1ccccc1OC(=O)CSc1nnc(-c2ccc3c(c2)OCO3)o1 | -0.6% | -10% | -18% | 0% | 0% | -10% | 2% | 6% | -5%
C/C(=N\NC(=O)c1cccc(Br)c1)c1ccccn1 | -2.1% | -5% | -22% | 7% | 5% | 10%[57.1 µM] | 2% | ? | -17%
Cc1cc(CN2CCOCC2)c(O)c(C2(C)CCCCC2)c1 | 0.7% | 3%[57.1 µM] | -10% | 4% | -8% | 6%[57.1 µM] | -3% | -7% | 18%
Cc1ccnc(NC(=O)c2ccc(NC(=O)CC3SC(N4CCCC4)=NC3=O)cc2)c1 (stereo not given) | 0.3% | -9% | -4% | 7% | -4% | -8% | 4% | -1% | 12%
O=C(NC1CCCCC1)C(c1ccc(F)cc1)N(Cc1ccc2c(c1)OCO2)C(=O)c1cnsn1 (stereo not given) | 0.7% | 5%[57.1 µM] | 0% | 5% | 0% | 12%[57.1 µM] | -13% | -7% | -12%
c1ccc(OCCOc2ccccc2-c2nnco2)cc1 | 1.8% | 1% | -12% | 5% | 3% | -7% | 0% | 4% | -19%
COc1ccccc1N(C(=O)Cn1nnc2ccccc21)C(C(=O)NCc1ccco1)c1ccc(C)o1 (stereo not given) | 3.2% | 11%[57.1 µM] | -3% | 5% | 7% | 18%[57.1 µM] | 3% | 3% | 5%

The list goes on; the last 2 above are carried over.
SMILES | RXFP1 agonist | TrxR1 substrate | USP1 inh | IDH1 R132H inh | ALOX12 inh | rTrxR1 inhibitor | Vif-APOBEC3F blk | Vif-APOBEC3G blk | RGS4 inh
c1ccc(OCCOc2ccccc2-c2nnco2)cc1 | 1.8% | 1% | -12% | 5% | 3% | -7% | 0% | 4% | -19%
COc1ccccc1N(C(=O)Cn1nnc2ccccc21)C(C(=O)NCc1ccco1)c1ccc(C)o1 (stereo not given) | 3.2% | 11%[57.1 µM] | -3% | 5% | 7% | 18%[57.1 µM] | 3% | 3% | 5%
O=S(=O)(NCC1NCCc2ccccc21)c1ccccc1 (stereo not given) | 0.2% | -2% | -24% | 20% | 27% | -14% | 4% | -7% | 16%
Cc1cccc(C)c1OCC(=O)NNC(=O)CCCn1c(=O)oc2ccccc21 | . | 14% | -20% | -4% | 10% | 25% | -3% | -10% | -7%
Cc1ccc(NC(=O)CSc2nnc(-c3cccs3)o2)cc1S(=O)(=O)N1CCCCC1 | 2.4% | 2% | 3% | 4% | -20% | 9% | 1% | 1% | 6%
COc1cccc(CNC2CCCC2)c1 | 0.4% | 10% | -9% | 13% | ? | 14% | 0% | 0% | -2%
Cc1cc(C)nc(NS(=O)(=O)c2ccc(NC(=O)C3(c4ccc([N+](=O)[O-])cc4)CCCC3)cc2)n1 | 0.3% | -3% | -20% | 9% | -2% | 2% | 6% | -4% | 2%
CCc1cccc(NC(=O)CN(C)S(=O)(=O)c2cccc3nsnc23)c1 | 3.0% | -9% | -13% | 0% | -8% | -13% | . | 0% | 1%
COc1ccc(OCC(=O)Nc2nc3c(s2)CCCC3)cc1 | 1.1% | -8% | -24% | -4% | -17% | -4% | -1% | 4% | -12%
COc1cc(C=Nc2ccccc2C(=O)Nc2ccccc2)cc(OC)c1OC | 6.0% | 101%[activator] | 4% | 6% | -11% | 22µM* | -8% | -5% | 17%
O=C(CNC(=O)c1ccc(Cl)cc1Cl)OCc1ccccc1 | 0.6% | 4%[57.1 µM] | -1% | -4% | -24% | 8%[57.1 µM] | 4% | 2% | 12%
O=C(Nc1nccs1)C1CC2CCC1C2 (stereo not given) | -0.1% | -8% | -7% | 2% | 0% | -7% | 0% | -2% | -25%
O=C(CN(c1ccccc1)S(=O)(=O)c1ccccc1[N+](=O)[O-])Nc1cccnc1 | -2.1% | 4% | -22% | -1% | -11% | 13% | -4% | 0% | 1%
O=S(=O)(c1ccc(F)cc1)N1CCN(S(=O)(=O)c2cccs2)CC1 | 0.0% | -2% | 5% | -10% | 4% | 1% | 0% | 2% | 0%
CSc1ccccc1C(=O)NC1CCCN(c2ccc(C(F)(F)F)cn2)C1 (stereo not given) | 2.5% | 7%[57.1 µM] | -26% | 7% | ? | 21%[57.1 µM] | 7% | 3% | 0%[56.9 µM]
CCN1CCN(Cc2ccc(NC(=O)c3cc(NC(=O)c4cnn(-c5ccccc5)c4N)cc(OC)c3)cc2C(F)(F)F)CC1 | 1.3% | -7% | -4% | 2%[38.3 µM] | ? | 14% | 9% | -23% | 18%
COCCNC(=S)Nc1ccc(Cl)c(Cl)c1 | 0.4% | 0% | -20% | -3% | ? | ? | -7% | 0% | 12%
COc1ccccc1CNC(=O)c1cc(S(=O)(=O)N2CCCC2)cn1C | -0.1% | 14%[57.1 µM] | -19% | -6% | 10% | 22%[57.1 µM] | 6% | 0% | -6%

Screening data deposited in PubChem BioAssay by National Center for Advancing Translational Sciences (NCATS).

Some of the compounds tested. The share of hits here may be higher or lower than overall.
